D2 antag: antagonists of human D2 dopamine receptor; 2% of 340,000 active; AID 485344; inhibition, % at 10 µM; P14416; HEK293 TREx D2 cells, calcium flux, dopamine EC80; in the data active = inhibition above about 30%; also: 0% is about no effect
Target sequence (P14416 whole entry, looked up): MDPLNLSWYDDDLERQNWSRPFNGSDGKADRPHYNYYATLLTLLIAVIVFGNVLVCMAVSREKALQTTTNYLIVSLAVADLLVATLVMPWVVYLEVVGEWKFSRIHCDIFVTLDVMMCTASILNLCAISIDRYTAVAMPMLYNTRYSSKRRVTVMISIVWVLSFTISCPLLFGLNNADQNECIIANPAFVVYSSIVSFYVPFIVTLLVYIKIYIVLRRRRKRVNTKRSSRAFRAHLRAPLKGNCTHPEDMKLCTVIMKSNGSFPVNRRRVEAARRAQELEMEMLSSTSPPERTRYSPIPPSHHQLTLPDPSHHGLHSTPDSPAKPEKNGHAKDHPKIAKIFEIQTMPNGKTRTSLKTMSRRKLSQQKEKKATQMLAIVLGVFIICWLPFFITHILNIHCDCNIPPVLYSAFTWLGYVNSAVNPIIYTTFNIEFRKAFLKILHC
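Tetracycline-induced HEK293 TREx cells expressing D2 receptor forced-coupled to calcium signalling, loaded with no-wash calcium dye. Compounds added and calcium flux read 180 s, then dopamine added at EC80 and read a further 180 s.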
D2 ag: D2 dopamine receptor (human) agonism; HEK293 T-REx D2 cells, calcium flux agonist mode; activation, % at 2 µM; P14416; 0.53% of 340,000 active;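 active = activation over 3 SD above normal in the single-dose calcium agonist read, cut at about 30% in these data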; also: 0% is about no effect
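Agonism scored from kinetic calcium signal (1 read/sec, 180 s) following compound pin transfer, after a 10 s baseline. Cells: HEK293 Trex line expressing inducible D2 receptor coupled to calcium, dye-loaded after overnight culture at 30 C.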
PI4K2A block: blocks human PI4K2A kinase activity; purified PI4K2A, ADP-Glo luminescence, 1 h; stronger effect = lower value; AID 1346378; 0.13% of 420,000 active; activity change, negative = inhibition, % at 76.9 µM; in the data active = activity change below about -50%; inconclusive = mostly about -30% to -49%;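 also: -100% = wells without enzyme as full effect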
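In this quantitative HTS, ADP production by PI4K2A was quantified luminescently after 1 h at ambient temperature; 100 microM adenosine served as plate-quality control.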
TrxR1 substrate: is turned over as a substrate by rat TrxR1; Potency, µM (series often up to 114 µM), for the others: at the top dose activity change, negative = substrate turnover; O89049; purified TrxR1 substrate turnover, NADPH consumption readout; 0.01% of 390,000 active; also: potency is read from the fitted curve at half-maximal effect; % is scaled to controls: 0 for no effect and ±100 for the full control effect; nearly all actives have a fitted effect of over 50% in size
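Rat TrxR1, dispensed at 90 nM, was prereduced with 400 uM NADPH (final) for 5 min at ~22 deg C, then incubated with compound 15 min before 400 uM selenite. A first-read NADPH fluorescence drop versus no-compound background flagged substrates.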
USP1-UAF1 inh: inhibitors of human USP1/UAF1 deubiquitinase; recombinant USP1/UAF1, Ub-Rhodamine cleavage fluorescence; Potency, µM (top dose mostly 57.1 µM), for inactives: top-dose activity change, negative = inhibition, hits mostly inhibitors; 0.23% of 390,000 active; O94782; also: potency is read from the fitted curve at half-maximal effect; % is scaled to controls: 0 for no effect and ±100 for the full control effect; nearly all actives have a fitted effect of over 60% in size; inactives centre near -12
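Step one: compound is pinned into 1nM USP1/UAF1 in HEPES pH 7.8 buffer with TCEP. Step two: 15 min room-temperature incubation. Step three: Ub-Rho (150nM final) starts cleavage, tracked by fluorescence over six one-minute reads.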
TrxR1 inh: inhibitors of rat thioredoxin reductase 1; Potency, µM (doses to about 114 µM), for the others: at the top dose activity change, negative = inhibition, actives largely listed as inhibitors; AID 588453; O89049; 1% of 390,000 active; recombinant rTrxR1, NADPH fluorescence consumption, selenite substrate; also: potency is read from the fitted curve at half-maximal effect; % is scaled to controls: 0 for no effect and ±100 for the full control effect; nearly all actives have a fitted effect of over 65% in size
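Rat TrxR1 (90 nM in the dispensed reagent) was pre-reduced with 400 uM NADPH for 5 min at room temperature, then incubated with compound for 15 min. After 400 uM selenite was added, NADPH fluorescence (Ex 340/Em 450 nm) was followed for 8 min.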
TRHR agonist: activates the human TRH receptor. activation, % at 2 µM. AID 493084. 0.18% of 360,000 active. P34981. TRHR cells, calcium flux fluo-8, FDSS agonist mode; in the data active = activation above about 30%; also: 0% is about no effect
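Fluo-8-loaded TRHR cells; 10 s baseline, compound added, kinetic Ca2+ fluorescence read 1/s, agonist mode.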
TRHR PAM: allosteric enhancers of human TRH receptor. 0.66% of 360,000 active. AID 493056. P34981. enhancement, % at 2 µM. TRHR cells, fluo-8 calcium fluorescence, EC20 TRH enhancement; in the data active = enhancement above about 30%; also: 0% is about no effect
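Enhancer read-out: after compound pinning and an initial kinetic agonist-mode read, an EC20 of TRH (10 nM final) was injected and fluo-8 calcium signal (Ex 480/Em 530) followed at 1 s/cycle for 100 cycles in TRHR-expressing cells.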
mIDH1 inhibitor: human IDH1 R132H inhibition | 0.093% of 390,000 active | O75874 | Potency, µM (doses to about 76.6 µM), inactives show top-dose activity change, negative = inhibition, usual class: inhibitors | IDH1-R132H enzyme, NADPH consumption, diaphorase/resazurin fluorescence; also: potency is read from the fitted curve at half-maximal effect; % is scaled to controls: 0 for no effect and ±100 for the full control effect; nearly all actives have a fitted effect of over 65% in size
Target sequence (O75874 whole entry R132H, stated change not applied): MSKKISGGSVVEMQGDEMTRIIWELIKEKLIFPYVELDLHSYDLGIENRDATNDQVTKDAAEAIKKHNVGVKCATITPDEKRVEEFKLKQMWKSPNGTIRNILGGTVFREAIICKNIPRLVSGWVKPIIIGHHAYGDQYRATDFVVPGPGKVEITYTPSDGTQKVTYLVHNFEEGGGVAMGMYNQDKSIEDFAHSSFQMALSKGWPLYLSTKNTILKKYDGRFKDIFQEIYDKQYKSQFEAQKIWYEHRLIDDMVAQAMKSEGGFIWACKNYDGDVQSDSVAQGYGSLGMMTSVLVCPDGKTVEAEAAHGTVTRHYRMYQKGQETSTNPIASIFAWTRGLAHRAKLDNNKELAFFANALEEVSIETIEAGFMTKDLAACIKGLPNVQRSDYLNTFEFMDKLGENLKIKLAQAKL
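IDH1-R132H (0.5 ug/mL dispensed) in pH 7.5 Tris buffer was preincubated 30 min with compound, then given a substrate mix of 0.016 mM NADPH and 2 mM alpha-KG for 80 min at room temperature; remaining NADPH was read by diaphorase/resazurin fluorescence.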
An asterisk follows results filed as active; [ ] = another dose, or the depositor's remark. Unless noted, calls follow the shape of the dose curve; as a rule, active = well fitted inhibition curve with a large enough effect; inconclusive = small, poorly fitted or top-dose-only effect; inactive = no such curve, though single readings can be large or run the other way.

The first 4 entries as a preview:
For NC(=O)c1ncn([C@@H]2O[C@H](CNCc3c(OCc4ccccc4F)ccc4ccccc34)[C@@H](O)[C@H]2O)n1 the results were PI4K2A block 0, TrxR1 substrate 2%, USP1-UAF1 inh inconclusive, TrxR1 inh 2% and mIDH1 inhibitor -5%.
For CCOc1ccc(N(Cc2cc3ccc(C)cc3[nH]c2=O)S(C)(=O)=O)cc1 the results were D2 antag -3, D2 ag 0.0, PI4K2A block 4, TrxR1 substrate 7%, USP1-UAF1 inh -8%, TrxR1 inh 4%, TRHR agonist -0.1, TRHR PAM 0 and mIDH1 inhibitor 5%.
For COc1ccc(OC)c(NC(=O)COc2coc(CN3CCc4ccccc43)cc2=O)c1 the results were D2 antag 2, D2 ag 0.0, PI4K2A block 2, TrxR1 substrate 4%, USP1-UAF1 inh -4%, TrxR1 inh 2%, TRHR agonist -0.5, TRHR PAM 4 and mIDH1 inhibitor 4%.
For S=C(Nc1ccc(Oc2ccccc2)cc1)N1CCN(c2ccccn2)CC1 the results were D2 antag -31, D2 ag 13, PI4K2A block 2, TrxR1 substrate -3%[57.1 µM], USP1-UAF1 inh -15%, TrxR1 inh 5%[57.1 µM], TRHR agonist -0.5, TRHR PAM -1 and mIDH1 inhibitor 7%.

All compounds of this part, from the start:
For NC(=O)c1ncn([C@@H]2O[C@H](CNCc3c(OCc4ccccc4F)ccc4ccccc34)[C@@H](O)[C@H]2O)n1 the results were PI4K2A block 0, TrxR1 substrate 2%, USP1-UAF1 inh inconclusive, TrxR1 inh 2% and mIDH1 inhibitor -5%.
For CCOc1ccc(N(Cc2cc3ccc(C)cc3[nH]c2=O)S(C)(=O)=O)cc1 the results were D2 antag -3, D2 ag 0.0, PI4K2A block 4, TrxR1 substrate 7%, USP1-UAF1 inh -8%, TrxR1 inh 4%, TRHR agonist -0.1, TRHR PAM 0 and mIDH1 inhibitor 5%.
For COc1ccc(OC)c(NC(=O)COc2coc(CN3CCc4ccccc43)cc2=O)c1 the results were D2 antag 2, D2 ag 0.0, PI4K2A block 2, TrxR1 substrate 4%, USP1-UAF1 inh -4%, TrxR1 inh 2%, TRHR agonist -0.5, TRHR PAM 4 and mIDH1 inhibitor 4%.
For S=C(Nc1ccc(Oc2ccccc2)cc1)N1CCN(c2ccccn2)CC1 the results were D2 antag -31, D2 ag 13, PI4K2A block 2, TrxR1 substrate -3%[57.1 µM], USP1-UAF1 inh -15%, TrxR1 inh 5%[57.1 µM], TRHR agonist -0.5, TRHR PAM -1 and mIDH1 inhibitor 7%.
For C[C@H]1CN([C@@H](C)CO)C(=O)c2cccc(NC(=O)c3cnccn3)c2O[C@@H]1CN(C)S(=O)(=O)c1ccc(F)cc1 the results were PI4K2A block -5, TrxR1 substrate 20%[57.1 µM], USP1-UAF1 inh -11%, TrxR1 inh -1%[57.1 µM] and mIDH1 inhibitor 0%.
Screening c1cnc2nc3c4ccccc4c4ccccc4c3nc2c1 returned PI4K2A block -1, TrxR1 substrate -1%[57.1 µM], USP1-UAF1 inh -36%, TrxR1 inh -4% and mIDH1 inhibitor 15%.
CCOc1ccc2c(c1)c(=O)c(S(=O)(=O)c1ccc(CC)cc1)cn2Cc1cccc(Cl)c1 was read as D2 ag 1.1, PI4K2A block 1, TrxR1 substrate 7%, USP1-UAF1 inh 2%, TrxR1 inh 15%, TRHR agonist 1.2, TRHR PAM -2 and mIDH1 inhibitor 5%.
Screening Cc1ccc2nc(CSc3nc(C)cc(C)c3C#N)[nH]c2c1 returned D2 antag -10, D2 ag 0.0, PI4K2A block -4, TrxR1 substrate 30%, USP1-UAF1 inh -12%, TrxR1 inh 18%, TRHR agonist -0.4, TRHR PAM -1 and mIDH1 inhibitor 4%.
For Cc1nnc(NC(=O)C2CCCCC2)s1 the results were PI4K2A block 2, TrxR1 substrate -3%, USP1-UAF1 inh -17%, TrxR1 inh 9%, TRHR agonist 0.3, TRHR PAM -2 and mIDH1 inhibitor 3%.
For CN(C(=O)COC(=O)Cc1ccc(Cl)cc1)C1CCCCC1 the results were PI4K2A block 2, TrxR1 substrate 8%[57.1 µM], USP1-UAF1 inh 2%, TrxR1 inh -2%[57.1 µM] and mIDH1 inhibitor 4%.
Screening COc1ccc(C(=O)N2CCN(c3ncccn3)CC2)cc1[N+](=O)[O-] returned D2 antag 5, D2 ag -0.1, PI4K2A block 2, TrxR1 substrate 3%[2.29 µM], USP1-UAF1 inh 2%, TrxR1 inh 18%, TRHR agonist 0.1, TRHR PAM 1 and mIDH1 inhibitor 0%.
Screening CC1CC(=O)N(c2ccc(NCc3ccccc3Cl)c([N+](=O)[O-])c2)C1=O (stereo unspecified) returned D2 antag -2, D2 ag -1.2, PI4K2A block 1, TrxR1 substrate 1%, USP1-UAF1 inh -18%, TrxR1 inh 5%, TRHR agonist -0.1, TRHR PAM 29 and mIDH1 inhibitor 0%.
For Cc1ccc(OCC(O)CN2CCN(CC(O)COc3ccc(C)cc3Cl)CC2)c(Cl)c1 (stereo unspecified) the results were D2 antag 78*, D2 ag 0.5, PI4K2A block 8, TrxR1 substrate 1%, USP1-UAF1 inh -4%, TrxR1 inh 20%, TRHR agonist 0.5, TRHR PAM -2 and mIDH1 inhibitor 2%.
C[C@@H]1CCCCCCCCC(=O)OCCN[C@H](C)CCCCCCCCC(=O)OCCN[C@H](C)CCCCCCCCC(=O)OCCN1 was read as PI4K2A block 1, TrxR1 substrate -3%, USP1-UAF1 inh -20%, TrxR1 inh 5% and mIDH1 inhibitor 16%.
Cc1c2cccn2cc[n+]1C was read as D2 antag 4, D2 ag 0.6, PI4K2A block 1, TrxR1 substrate 127%[activator], USP1-UAF1 inh -3%, TrxR1 inh -18%, TRHR agonist 0.5, TRHR PAM 4 and mIDH1 inhibitor 0%.
COc1ccc(C2=NOC(C(=O)NCc3cccnc3)C2)cc1 (stereo unspecified) was read as D2 antag 11, D2 ag 1.2, PI4K2A block -2, TrxR1 substrate 7%[57.1 µM], USP1-UAF1 inh -17%, TrxR1 inh -5%, TRHR agonist 0.4, TRHR PAM -7 and mIDH1 inhibitor -9%.
For CC(C)NC(=O)c1ccc(C(C)C)cc1 the results were D2 antag -6, D2 ag 1.6, PI4K2A block 5, TrxR1 substrate -5%, USP1-UAF1 inh -12%, TrxR1 inh 4%, TRHR agonist 0.6, TRHR PAM 5 and mIDH1 inhibitor 0%.
Screening COc1ccc(CCNC(=O)c2cnc3sc(N4CCCC4)nn3c2=O)cc1OC returned D2 ag -0.4, PI4K2A block -7, TrxR1 substrate 15%[57.1 µM], USP1-UAF1 inh -19%, TrxR1 inh 9%[57.1 µM], TRHR agonist -0.2, TRHR PAM -4 and mIDH1 inhibitor 14%.
O=C(Nc1ccc(Cl)cc1)Nc1ccccc1CC[N+](=O)[O-] was read as D2 antag -8, D2 ag 1.3, PI4K2A block 2, TrxR1 substrate 6%[57.1 µM], USP1-UAF1 inh -14%, TrxR1 inh 3%[57.1 µM], TRHR agonist 0.2, TRHR PAM -4 and mIDH1 inhibitor 1%.
`Cc1cc(C)n(CC(=O)N2c3ccccc3Sc3ccccc32)n1` gave D2 antag 3, D2 ag 0.1, PI4K2A block 5, TrxR1 substrate 3%, USP1-UAF1 inh -8%, TrxR1 inh -10%, TRHR agonist -0.6, TRHR PAM -2 and mIDH1 inhibitor 2%.
Screening COc1ccc(C(=O)Oc2cc3c4c(c2)C(C)=CC(C)(C)N4C(=O)C3=O)cc1OC returned D2 antag -2, D2 ag 0.4, PI4K2A block 0, TrxR1 substrate -2%, USP1-UAF1 inh 4%, TrxR1 inh 5%, TRHR agonist -0.1, TRHR PAM -2 and mIDH1 inhibitor -4%.
Cc1c(Cl)cccc1NC(=O)C1CCCN(c2ncnc3onc(C)c23)C1 (stereo unspecified) was read as D2 ag 0.1, PI4K2A block 3, TrxR1 substrate 1%, USP1-UAF1 inh -7%, TrxR1 inh 9%, TRHR agonist -0.4, TRHR PAM 19 and mIDH1 inhibitor 11%.
Screening O=C(CN1CCN(Cc2ccccc2)CC1)NC(c1ccccc1)c1ccccc1 returned D2 antag -24, D2 ag -0.9, PI4K2A block 3, TrxR1 substrate -1%, USP1-UAF1 inh 2%, TrxR1 inh 24%, TRHR agonist -0.3, TRHR PAM 10 and mIDH1 inhibitor 0%.
`CCCn1c(N)c(N(CCOC)C(=O)c2ccccc2)c(=O)[nH]c1=O` gave D2 antag 55*, D2 ag 1.3, PI4K2A block 6, TrxR1 substrate -4%, USP1-UAF1 inh -23%, TrxR1 inh -12%, TRHR agonist 3.0, TRHR PAM 0 and mIDH1 inhibitor 0%.
`O=C(Nc1ccc2nc(SCC(=O)N3CCOCC3)sc2c1)c1cccc(Cl)c1` gave D2 ag 0.2, PI4K2A block -1, TrxR1 substrate 6%, USP1-UAF1 inh -11%, TrxR1 inh 34%, TRHR agonist 0.1, TRHR PAM -2 and mIDH1 inhibitor 5%.
CCOCCCNC(=O)c1ccc2c(c1)N(Cc1ccccc1)C(=O)CS2=O (stereo unspecified) was read as D2 antag -9, D2 ag -1.6, PI4K2A block -1, TrxR1 substrate 7%, USP1-UAF1 inh -17%, TrxR1 inh 13%, TRHR agonist -0.5, TRHR PAM 9 and mIDH1 inhibitor 8%.
Screening Cc1ccc(NC(=O)COC(=O)c2nn(C)cc2Cl)cc1 returned D2 antag -7, D2 ag 0.1, PI4K2A block 1, TrxR1 substrate 1%, USP1-UAF1 inh -12%, TrxR1 inh 16%, TRHR agonist -0.1, TRHR PAM 0 and mIDH1 inhibitor -5%.
For COc1cc(NCCCn2ccc(NC(=O)OCc3ccccc3)nc2=O)cc(OC)c1OC the results were PI4K2A block 1, TrxR1 substrate 3%, USP1-UAF1 inh -27%, TrxR1 inh 6% and mIDH1 inhibitor 9%.
Screening O=C(c1ccc(Cl)nc1)N1CCN(C/C=C/c2ccccc2)CC1 returned D2 antag -1, D2 ag 0.3, PI4K2A block 1, TrxR1 substrate -6%[57.1 µM], USP1-UAF1 inh 7%, TrxR1 inh 9%[57.1 µM], TRHR agonist 0.0, TRHR PAM -4 and mIDH1 inhibitor -1%.

Screening results deposited in PubChem BioAssay by National Center for Advancing Translational Sciences (NCATS).
